GLP-1R agonist: GLP-1 receptor (human) agonism; P43220; HEK293 GLP-1R CRE-luciferase, luminescence, 4-6 h; cells express a hypersensitive GLP-1R form; Potency, µM (titrated, usually from 45.6 µM), for the others: top-dose activation, hits mostly activators; 380,000 tested, 0.007% active; also: % of control where 0% means no effect
Target sequence (P43220 whole entry, looked up): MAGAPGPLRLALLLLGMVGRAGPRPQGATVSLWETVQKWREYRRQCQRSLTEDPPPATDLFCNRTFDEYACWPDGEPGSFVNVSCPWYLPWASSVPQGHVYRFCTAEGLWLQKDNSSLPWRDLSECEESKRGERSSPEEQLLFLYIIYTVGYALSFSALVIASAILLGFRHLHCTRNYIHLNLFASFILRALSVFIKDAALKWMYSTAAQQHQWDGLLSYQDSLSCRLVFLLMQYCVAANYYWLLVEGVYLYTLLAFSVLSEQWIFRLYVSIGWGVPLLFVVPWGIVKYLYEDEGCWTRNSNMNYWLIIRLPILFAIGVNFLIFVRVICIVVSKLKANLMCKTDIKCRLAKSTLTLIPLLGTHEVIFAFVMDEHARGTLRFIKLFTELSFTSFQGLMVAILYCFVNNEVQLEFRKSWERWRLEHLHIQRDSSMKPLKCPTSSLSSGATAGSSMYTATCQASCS
HT1080 IDH1KD tx: HT-1080 IDH1 knockdown cell toxicity (counter line); HT-1080 IDH1 knockdown viability, ATP luminescence, 48 h; Potency, µM (highest dose often 46.1 µM), for the others: top-dose activity, negative = toxicity, most hits filed as cytotoxic; 360,000 tested, 2% active; AID 686971;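 also: 0% = DMSO wells and -100% = cell-free medium wells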
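Cytotoxicity counter-line: IDH1KD HT-1080, 48 h, CellTiter-Glo. Curves classed by r2, magnitude and activity.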
KB-V1 MDR tox: KB-V1 MDR subline cytotoxicity; KB-V1 MDR cells viability, CellTiter-Glo, 72 h; Potency, µM (doses to about 46.1 µM), inactives show at the highest dose activity change, negative = cytotoxicity, usual class: cytotoxic; 400,000 tested, 3.4% active; AID 1347076; also: % is scaled to controls: 0 for no effect and ±100 for the full control effect; nearly all actives have a fitted effect of over 60% in size
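qHTS viability screen in drug-selected KB-V1 MDR cells: 72 h compound treatment at 37 degrees C, ATP luminescence end point.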
GLP1R inv ag: GLP-1 receptor (human) inverse agonism; P43220; HEK293 GLP-1R CRE-luciferase, luminescence, 24 h; GLP-1R form is constitutively active; Potency, µM (highest dose often 38.3 µM), for inactives: at the top dose activity change, negative = inhibition, actives largely listed as inhibitors; 410,000 tested, 1.6% active; AID 624417; also: % is scaled to controls: 0 for no effect and ±100 for the full control effect; nearly all actives have a fitted effect of over 55% in size
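HEK293 cells stably co-expressing constitutively active GLP-1R and a cAMP-responsive luciferase reporter were seeded in DMEM with 10% Nu serum, given compounds after 12 h, and incubated 24 h at 37 deg C. Luminescence was then read.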
TDP-43 yeast inh: rescues yeast growth from TDP-43 toxicity | TDP-43 expressing yeast growth rescue, BacTiter-Glo, 24 h | Potency, µM (top dose mostly 46.1 µM), without a hit: at the highest dose growth rescue (activation), hits mostly activators | 410,000 tested, 1.8% active; also: % of control where 0% means no effect; nearly all actives have a fitted effect of over 50% in size
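Luminescence from BacTiter-Glo reports growth of TDP-43-expressing yeast after 24 hr at 30 deg C with compound. Cells were raffinose-pregrown to mid-log, then seeded in galactose medium at OD600=0.02.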
SW480 rerep: induces DNA re-replication in SW480 colon adenocarcinoma cells | SW480 DNA re-replication, Hoechst DNA content imaging, 48 h | Potency, µM (highest dose often 46.1 µM), without a hit: at the top dose re-replication activation, actives largely listed as activators | 340,000 tested, 1.8% active | AID 624297; also: % of control where 0% means no effect; nearly all actives have a fitted effect of over 55% in size
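250 cells/well; 23 nL cpd via pin tool; 48 hr, 37 C, 5% CO2; Hoechst 40 min; imager read of total nuclear intensity, ex 405/em 500-530 nm.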
KB-3-1 cytotox: KB-3-1 parental cell cytotoxicity. 400,000 tested, 1.4% active. KB-3-1 viability, CellTiter-Glo ATP luminescence, 72 h. Potency, µM (titrated, usually from 46.1 µM), for the others: at the highest dose activity change, negative = cytotoxic, most hits filed as cytotoxic; also: % is scaled to controls: 0 for no effect and ±100 for the full control effect; nearly all actives have a fitted effect of over 60% in size
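Using CellTiter-Glo luminescence, growth of non-resistant KB-3-1 adenocarcinoma cells is assessed 72 h after pin-tool compound addition at 37 °C. Normalized responses across the concentration series yield fitted curves.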
HT1080-NT tox: kills 2HG-producing HT-1080-NT fibrosarcoma cells; HT-1080-NT fibrosarcoma viability, CellTiter-Glo ATP luminescence, 48 h; Potency, µM (doses to about 46.1 µM), for the others: at the top dose activity, negative = less viability, hits mostly cytotoxic; 360,000 tested, 1.6% active;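 also: NT is the 2HG producing partner of a matched IDH1 knockdown line; 0% = DMSO-treated cells and -100% = media-only wells without cells; nearly all actives have a fitted effect of over 55% in size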
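Viability by CellTiter-Glo luminescence after 48 h compound exposure at 37C of HT-1080-NT cells (750/well, RPMI, 5% FBS). % activity scaled between DMSO wells and medium-only wells, then curve-fitted and categorized by curve class.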
GLP1R cytotox: cytotoxic in the GLP-1 receptor inverse agonist counter-screen; 410,000 tested, 0.13% active; Potency, µM (doses to about 38.3 µM), inactives show at the top dose activity change, negative = inhibition, hits mostly inhibitors; HEK293 cAMP-luciferase reporter cells, luminescence, 24 h; AID 624418;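 also: loss of luciferase light is scored as toxicity; % is scaled to controls: 0 for no effect and ±100 for the full control effect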
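Cells in DMEM/10% Nu serum/1% pen-strep, 1536-well format. Pre-incubated 12 h, dosed with 23 nL compound, incubated a further 24 h. Luciferase detection, 12 min at room temp, luminescence.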
Active calls of the source: *; ? = inconclusive; / = no result given; [ ] = dose if it differs, or a comment. Calls follow the shape of the dose curve; as a rule, active = well fitted curve in the direction sought with a large enough effect; inconclusive = small, poorly fitted or top-dose-only effect, or another doubt; inactive = no such curve, though single readings can be large; an effect the other way counts as inactive or inconclusive. Potency is read from the fitted curve at half-maximal effect.

compound	GLP-1R agonist	HT1080 IDH1KD tx	KB-V1 MDR tox	GLP1R inv ag	TDP-43 yeast inh	SW480 rerep	KB-3-1 cytotox	HT1080-NT tox	GLP1R cytotox
COc1ccc(C)cc1NC(=O)CSc1ccc(-c2ccco2)nn1	0.7%	-1.1%	?	-7.6%	17.8µM*	-2.8%	0.4%	0.5%	-15.2%
CN(Cc1ccc([N+](=O)[O-])cc1)c1ccccc1	7.1%	-2.8%	1.2%	?	?	1.9%	6.9%	-12.5%	13.8%
COC(=O)c1c(NC(=O)COC(=O)[C@@H](NS(=O)(=O)c2ccccc2)C(C)C)sc2c1CCC2	-0.9%	-3.2%	14.6µM*	?	-32.9%[inhibitor]	16.2%	-4.6%	1.7%	-8.6%
CCOC(=O)c1csc(NC(=O)c2ccc(OCC)cc2)n1	5.7%	-12.1%	?	?	27.6%	-37.1%[inhibitor]	?	-19.6%	10.5%
Fc1ccc(-c2cc3nc4c(c(N5CCOCC5)n3n2)CCCC4)cc1	-1.8%	?	?	?	15.8µM*	0.7%	3.3%	?	-21.7%
COc1ccc(CNC(=O)c2cc(-c3ccc(Br)s3)nc3ccccc23)c(OC)c1	/	/	7.0%	-22.7%	15.0%	/	-0.1%	/	-5.2%
COC(=O)c1cc(NC(=O)Cc2ccccc2[N+](=O)[O-])ccc1Cl	-0.1%	0.6%	?	?	-9.9%	-1.3%	11.2%	6.2%	-25.8%
CCOC(=O)C1=C(C)NC(C)=C(C(=O)OCC)C1c1nc2ccccc2[nH]1	-2.4%	18.6%	14.9%	-0.2%	8.7%	-5.8%	1.0%	12.9%	19.3%
CCn1cc(C(=O)NN)c(=O)c2cc(F)c(N3CCOCC3)cc21	10.4%	3.3%	14.9%	25.0%	20.4%	-2.6%	7.4%	-0.5%	0.7%
O=C(Nc1ccc(S(=O)(=O)Nc2ncccn2)cc1)c1ccc(Cl)c([N+](=O)[O-])c1	-5.6%	12.2%	20.0%	4.8%	-20.7%	-5.6%	4.1%	3.2%	18.4%
COc1ccc([C@H]2CC(=O)C=C(c3ccc(Cl)c(F)c3)C2)cc1	25.9%	-10.9%	0.0%	?	?	0.2%	-2.6%	-6.0%	6.1%
COc1ccc(-c2cc(C(=O)O)c3ccccc3n2)c(OC)c1	8.4%	-9.5%	0.0%	4.7%	-16.8%	2.0%	0.1%	-4.0%	-5.7%
CC1CCC(NCC(=O)Nc2cccc(S(N)(=O)=O)c2)CC1 (stereo not given)	9.7%	1.5%	0.0%	-12.8%	2.2%	14.4%	2.0%	-3.3%	-2.9%
CC(=O)c1ccc(S(=O)(=O)NCC(=O)N2CCN(C/C=C/c3ccccc3)CC2)cc1	1.0%	-28.7%	18.4µM*	-2.5%	-5.6%	4.3%	-27.4%	-1.4%	1.7%
CC(=O)c1cc(C#N)c(SCCC(C)C)nc1C	?	-0.7%	9.6%	4.0%	?	0.7%	-16.7%	8.8%	3.9%
Cc1ccc(NC(=O)CCCN2C(=S)NC(C)(C)CC2C)cc1 (stereo not given)	-1.2%	19.2%	-25.7%	23.7%[0.307 µM]	-0.9%	-6.7%	-2.3%	3.8%	13.9%[0.307 µM]
O=C(CCC(=O)Nc1ccccc1Cl)N/N=C1\CCCc2ccccc21	-10.8%	6.5%	3.1%	0.3%	-6.3%	1.7%	6.6%	14.7%	-1.1%
CCCOc1ccccc1C1CC(=O)NC(C)=C1C(=O)OCC(C)C (stereo not given)	0.6%	?	?	?	-4.7%	16.1%	-5.5%	-12.6%	14.5%
COc1cccc(OC)c1CNC(=O)C1CCC(=O)N(CC2CCCCC2)C1 (stereo not given)	0.7%	-1.3%	-4.7%	3.1%	-5.8%	-46.0%[inhibitor]	-8.1%	-6.1%	-12.9%
CCOc1ccc(-n2c(N)c(C(=O)NCc3cccnc3)sc2=S)cc1	1.6%	-2.2%	6.3%	0.4%	-0.5%	-0.3%	10.8%	3.4%	-9.2%
CC(=O)Oc1ccc(-c2cc3c(OC(C)=O)cc(OC(C)=O)cc3oc2=O)cc1	2.3%	-1.4%	0.0%	13.4%	1.8%	12.7%	0.0%	-6.9%	350.3%[activator]
O=C(c1ccc2c(c1)OCO2)N1CCN(CCN2C(=O)c3cccc4cccc(c34)C2=O)CC1	9.7%	11.7%	7.4%	30.0%[activator]	-7.9%	11.2%	16.1%	?	-0.2%
CC(C)CC(N)c1csc(NC(=O)Nc2ccccc2C(C)(C)C)n1 (stereo not given)	-3.2%	?	23.1µM*	?	1.5%	/	?	?	?
CCc1ccc(NC(=O)N(CCN2CCOCC2)Cc2ccc3c(c2)CCCN3CC)cc1	0.4%	?	20.6µM*	?	-36.6%[inhibitor]	-0.3%	-0.2%	-8.2%	3.6%
OCCC1CN(Cc2nc3ccc(F)cc3[nH]2)CCN1C1CCCC1 (stereo not given)	-0.1%	-1.7%	4.8%	-4.6%	-6.1%	-1.9%	-6.8%	-4.2%	-0.5%
O=C(Cc1cccc2ccccc12)Nc1nnc(-c2cccc([N+](=O)[O-])c2)s1	4.1%	12.1%	-2.9%	4.5%	11.9%	1.7%	28.1%	0.0%	0.3%
C/C(N)=C(/C#N)C(=O)CSc1cc(Cl)ccc1Cl	10.4%	-4.9%	?	-20.3%	11.6%	-1.1%	0.8%	1.1%	-11.8%
O=C(Cn1nnc2ccccc2c1=O)Nc1cccc(S(=O)(=O)N2CCOCC2)c1	6.9%	1.8%	12.3%	8.3%	-2.2%	-84.6%[inhibitor]	0.7%	1.7%	5.6%
CC(C)Oc1ccccc1/C=N/n1nnnc1N	3.0%	1.0%	2.6%	3.1%	16.8%	1.1%	-1.6%	0.4%	1.4%
CCCCOc1ccc(C2C(C(=O)c3ccc(C)o3)=C(O)C(=O)N2CC2CCCO2)cc1 (stereo not given)	0.4%	-14.5%	11.6µM*	18.0%	-1.7%	?	?	-7.8%	-9.9%

The final 4 records of the section before lead into the next:
compound	GLP-1R agonist	HT1080 IDH1KD tx	KB-V1 MDR tox	GLP1R inv ag	TDP-43 yeast inh	SW480 rerep	KB-3-1 cytotox	HT1080-NT tox	GLP1R cytotox
C/C(N)=C(/C#N)C(=O)CSc1cc(Cl)ccc1Cl	10.4%	-4.9%	?	-20.3%	11.6%	-1.1%	0.8%	1.1%	-11.8%
O=C(Cn1nnc2ccccc2c1=O)Nc1cccc(S(=O)(=O)N2CCOCC2)c1	6.9%	1.8%	12.3%	8.3%	-2.2%	-84.6%[inhibitor]	0.7%	1.7%	5.6%
CC(C)Oc1ccccc1/C=N/n1nnnc1N	3.0%	1.0%	2.6%	3.1%	16.8%	1.1%	-1.6%	0.4%	1.4%
CCCCOc1ccc(C2C(C(=O)c3ccc(C)o3)=C(O)C(=O)N2CC2CCCO2)cc1 (stereo not given)	0.4%	-14.5%	11.6µM*	18.0%	-1.7%	?	?	-7.8%	-9.9%
O=C(O)c1cc([N+](=O)[O-])ccc1NCc1ccccc1	0.4%	-0.8%	-20.6%	3.2%	17.7%	-11.5%	-4.6%	-5.2%	?
CCCNC(=O)c1c(Cl)cnn1-c1ccc(C)cc1	17.1%	18.9%	6.5%	?	-10.7%	5.5%	6.2%	24.4%	3.9%
COc1ccc(C2N(c3ccc(Cl)cc3)N=C(C(C)=O)N(C)N2C(C)=O)cc1 (stereo not given)	8.8%	?	?	10µM*	22.4µM*	-27.0%	-9.9%	?	15.5%
O=C(O)CCCCCNC(=O)c1ccc(C(=O)NCCCCCC(=O)O)cc1	-5.5%	3.3%	-8.5%	6.0%	12.3%	-51.7%[inhibitor]	0.6%	-1.1%	7.4%
COc1ccc(OC)c(CN2C(=O)CN(S(C)(=O)=O)CC2(C)C(=O)NCc2ccccc2)c1 (stereo not given)	/	11.8%	-2.3%	22.6%	-17.2%	/	6.2%	11.5%	13.3%
Cc1ccc(NC(=O)Cc2nnc(SCC(=O)NC3CCCC3)n2C)cc1C	0.0%	6.0%	?	5.2%	-5.7%	?	10.3%	-0.1%	3.6%
COc1ccc(S(=O)(=O)Nc2ccc3c(c2)C(=O)N([C@H](C)CO)C[C@H](C)[C@@H](CN(C)C(=O)Nc2ccc(C(F)(F)F)cc2)OCCCC[C@H](C)O3)cc1	-2.6%	-11.6%	2.0%	?	20.1%	/	?	-21.7%	-4.4%
CC(C)CC1NC(C(=O)O)Cc2c1[nH]c1ccccc21 (stereo not given)	-1.5%	-1.7%	1.6%	7.8%	-21.8%	4.4%	-1.2%	-7.8%	2.5%
Cc1cc(-c2ccccc2C(=O)NCc2ccccc2)on1	-3.4%	3.5%	-15.4%	0.5%	23.1%	-4.9%	6.6%	1.8%	-4.1%
COc1cc(-c2ccno2)ccc1S(=O)(=O)N1CCN(c2ccccc2F)CC1	/	/	5.9%	?	?	/	-22.2%	/	28.3%
COc1ccc(F)cc1-c1cc(NC=O)c2ncc(-c3cccc(C(=O)N(C)C)c3)n2c1	20.5%	-22.9%	?	?	-1.2%	/	?	?	-25.8%
CC(=O)Nc1ccc(S(=O)(=O)N(C)CC(=O)OCC(=O)N(CC(C)C)C2CCS(=O)(=O)C2)cc1 (stereo not given)	-3.2%	1.2%	6.7%	16.2%	19.1%	-9.3%	-1.8%	4.9%	-0.3%

Screening data from PubChem BioAssay.
